Screening data (PubChem)
Gal4-VP16 FLuc: VP16 counterscreen qHTS for inhibitors of ROR gamma transcriptional activity. Potency, µM (doses to about 53.6 µM), for the others: top-dose activity, negative = inhibition, hits mostly inhibitors. Drosophila S2 Gal4-VP16 UAS-luciferase, luminescence, 20 h. AID 2546, 2010. 3.5% of 310,000 active;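 also: Gal4-VP16 expression switched on by copper sulfate through the metallothionein promoter; potency is read from the fitted curve at half-maximal effect; % is scaled to controls: 0 for no effect and ±100 for the full control effect; nearly all actives have a fitted effect of over 50% in size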
Mito fusion yeast: qHTS Assay for Small Molecule Inhibitors of Mitochondrial Division or Activators of Mitochondrial Fusion; Potency, µM (top dose mostly 46.1 µM), inactives show at the top dose growth rescue (activation), usual class: activators; 0.23% of 320,000 active; S. cerevisiae fusion-defective mutant growth rescue, CellTiterGlo 48 h;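 also: potency is read from the fitted curve at half-maximal effect; % of control where 0% means no effect; nearly all actives have a fitted effect of over 45% in size; temperature-sensitive fusion mutants such as fzo1-1 at 37 °C on non-fermentable ethanol glycerol medium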
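Read-out: ATP-based luminescence (CellTiterGlo, 10 min ambient) reporting growth of fusion-defective ts yeast after 48 hours at 37C on glycerol/ethanol YPEG medium in the presence of compound.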
NPC1 prom act: qHTS Assay for NPC1 Promoter Activators | Potency, µM (series often up to 9.22 µM), for the others: top-dose activation, most hits filed as activators | 2.4% of 320,000 active | Huh7 NPC1 promoter luciferase reporter, 24 h | AID 485313, 2010;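 also: potency is read from the fitted curve at half-maximal effect; % of control where 0% means no effect; nearly all actives have a fitted effect of over 60% in size; reporter is driven by a mutant NPC1 promoter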
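Huh7 cells stably carrying NPC1 promoter–luciferase, plated in Opti-MEM with 10% FBS for 2 h, were exposed to compound in DMSO for 24 h at 37 °C; luciferase reagent was added for 10 min and luminescence read.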
ELG1 repair inh: qHTS screen for small molecules that inhibit ELG1-dependent DNA repair in human embryonic kidney (HEK293T) cells expressing luciferase-tagged ELG1; HEK293T ELG1-luciferase reporter, luminescence, 16 h; DNA damage induced by 5-fluorouridine; Potency, µM (highest dose often 46.1 µM), inactives show at the highest dose activity change, negative = inhibition, actives largely listed as inhibitors; 2.3% of 330,000 active; AID 504467, 2011; also: potency is read from the fitted curve at half-maximal effect; % is scaled to controls: 0 for no effect and ±100 for the full control effect; nearly all actives have a fitted effect of over 55% in size
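Cells (2,000 per well) received 5-fluorouridine plus test compound or DMSO and were incubated 16 hr at 37 °C, 5% CO2. Luciferase activity was read by luminescence 30 min after ONE-Glo addition; signal suppression marked inhibition of damage-induced ELG1 function.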
Menin-MLL TR inh: qHTS Assay for Inhibitors Targeting the Menin-MLL Interaction in MLL Related Leukemias: Competition With Texas Red Labeled MLL-derived Mutant Peptide; 0.23% of 270,000 active; Menin + Texas Red MLL mutant peptide, fluorescence polarization; O00255; AID 1768, 2009; Potency, µM (doses to about 61.6 µM), inactives show top-dose FP activity change, negative = inhibition, actives largely listed as inhibitors; active = well fitted inhibition curve with a large enough effect in the polarisation, with a control signal flat, not every such curve was filed as active; inconclusive = small, poorly fitted or top-dose-only effect, or effect the other way, or a change in a side signal; inactive = no such curve, though single readings can be large or run the other way; the % refers to the polarisation; also: potency is read from the fitted curve at half-maximal effect; % of control where 0% means no effect; many of its hits are not listed in these tables
Rab9 prom act: qHTS Assay for Rab9 Promoter Activators | Huh7 Rab9 promoter-luciferase reporter, luminescence, 24 h | 2.8% of 320,000 active | Potency, µM (titrated, usually from 9.22 µM), inactives show at the highest dose activation, negative = inhibition, usual class: activators | AID 485297, 2010; also: potency is read from the fitted curve at half-maximal effect; % of control where 0% means no effect; nearly all actives have a fitted effect of over 60% in size
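Promoter activation is measured as luciferase luminescence in Huh7 cells stably transfected with a Rab9 promoter–luciferase construct, following 24 h compound exposure at 37 °C and 10 min reagent incubation at ambient temperature.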
MBNL1-CUG inh: qHTS Assay for Inhibitors of MBNL1-poly(CUG) RNA binding. Muscleblind-like protein 1 (Homo sapiens), Q9NR56. TR-FRET MBNL1-His/biotin-(CUG)12 binding, 665/545 ratio. Potency, µM (highest dose often 57.5 µM), inactives show top-dose activity change, negative = inhibition, usual class: inhibitors. 0.036% of 280,000 active. AID 2675, 2010; active = well fitted inhibition curve with a large enough effect in the signal ratio, with a control signal flat, not every such curve was filed as active; inconclusive = small, poorly fitted or top-dose-only effect, or effect the other way, or a change in a side signal; inactive = no such curve, though single readings can be large or run the other way; the % refers to the signal ratio; also: potency is read from the fitted curve at half-maximal effect; % is scaled to controls: 0 for no effect and ±100 for the full control effect
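MBNL1-His + Biotin-(CUG)12, cpd titration 92 nM–58 uM; Tb anti-His Ab 0.055 ng/ul, SA-XL665 5 nM (final); 60 min RT; ratiometric 665/545 nm, Ex 340 nm; normalized to buffer and full-complex controls.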
PKM2 activator: qHTS Assay for Activators of Human Muscle isoform 2 Pyruvate Kinase; purified PKM2, Kinase-Glo ATP luminescence, activation; response scale: 0% is enzyme alone, no compound; AID 1631, 2009; 0.34% of 260,000 active; Pyruvate kinase PKM (Homo sapiens), P14618; Potency, µM (doses to about 57.5 µM), inactives show top-dose activation, most hits filed as activators; also: potency is read from the fitted curve at half-maximal effect; % is scaled to controls: 0 for no effect and ±100 for the full control effect; nearly all actives have a fitted effect of over 55% in size
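ATP formation by purified human PK-M2, quantified via coupled luciferase luminescence after 1 h at room temperature with 0.1 mM ADP and 0.5 mM PEP final.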
FLuc counter: qHTS profiling assay for firefly luciferase inhibitor/activator using purifed enzyme and Km concentrations of substrates (counterscreen for miR-21 project). Luciferin 4-monooxygenase (Photinus pyralis), P08659. purified FLuc, Km substrates, luminescence inhibition. Potency, µM (series often up to 57.5 µM), without a hit: at the top dose activity change, negative = inhibition, hits mostly inhibitors. 6.9% of 360,000 active;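 also: potency is read from the fitted curve at half-maximal effect; plate controls were vehicle for no effect and reference inhibitor for full effect; nearly all actives have a fitted effect of over 55% in size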
Target sequence (P08659 whole entry, looked up): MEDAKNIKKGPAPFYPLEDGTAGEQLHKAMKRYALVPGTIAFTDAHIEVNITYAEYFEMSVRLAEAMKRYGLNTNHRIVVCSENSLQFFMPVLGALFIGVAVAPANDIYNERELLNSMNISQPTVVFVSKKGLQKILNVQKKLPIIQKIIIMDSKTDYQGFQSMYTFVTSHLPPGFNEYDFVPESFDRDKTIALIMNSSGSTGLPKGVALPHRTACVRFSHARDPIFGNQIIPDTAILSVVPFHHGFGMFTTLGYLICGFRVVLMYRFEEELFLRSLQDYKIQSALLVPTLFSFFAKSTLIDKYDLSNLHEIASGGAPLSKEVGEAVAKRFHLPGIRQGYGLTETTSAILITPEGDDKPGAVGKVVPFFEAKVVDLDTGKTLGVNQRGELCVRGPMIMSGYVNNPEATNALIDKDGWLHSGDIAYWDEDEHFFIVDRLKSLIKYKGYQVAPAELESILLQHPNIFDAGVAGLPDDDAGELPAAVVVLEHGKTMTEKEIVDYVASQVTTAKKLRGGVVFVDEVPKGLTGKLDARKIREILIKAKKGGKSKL
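Biochemical qHTS of compounds, final roughly 60 µM downward over six points, against 10 nM purified firefly luciferase using Km concentrations of substrates (10 uM D-luciferin, 10 uM ATP) in Tris acetate pH 7.5 buffer; luminescence output.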
KCNH2 3.1 block: qHTS for Inhibitors of KCHN2 3.1: Mutant qHTS; Potassium voltage-gated channel subfamily H member 2, brain isoform KCNH2 3.1 (human); U2OS KCNH2 3.1, thallium flux FluxOr; stronger effect = lower value; activity change, % (tested at about 1.8 µM); 0.95% of 340,000 active;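 active = maximum activity change below -70%; inconclusive = maximum activity change from -70% to -50%; inactive = maximum activity change above -50%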;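 also: thallium influx rate constant from kinetic fluorescence after stimulation buffer; % is scaled to controls: 0 for no effect and ±100 for the full control effect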
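Steps: virus added to U2OS suspension (4 h, RT, dark); medium with 10% FBS added, cells plated, 37 C overnight; FluxOr/Red40 loading buffer 45 min RT; stimulation buffer, 2 min kinetic read; rate constant normalized.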
RORg inh: qHTS for inhibitors of ROR gamma transcriptional activity; Drosophila S2 Gal4-RORgamma UAS-luciferase reporter, 20 h; AID 2551, 2010; 5.4% of 310,000 active; Nuclear receptor ROR-gamma (Mus musculus), P51450; Potency, µM (titrated, usually from 53.6 µM), for the others: at the top dose activity change, negative = inhibition, most hits filed as inhibitors; also: potency is read from the fitted curve at half-maximal effect; % is scaled to controls: 0 for no effect and ±100 for the full control effect; nearly all actives have a fitted effect of over 60% in size
Target sequence (P51450 whole entry, looked up, the tested form may be a part): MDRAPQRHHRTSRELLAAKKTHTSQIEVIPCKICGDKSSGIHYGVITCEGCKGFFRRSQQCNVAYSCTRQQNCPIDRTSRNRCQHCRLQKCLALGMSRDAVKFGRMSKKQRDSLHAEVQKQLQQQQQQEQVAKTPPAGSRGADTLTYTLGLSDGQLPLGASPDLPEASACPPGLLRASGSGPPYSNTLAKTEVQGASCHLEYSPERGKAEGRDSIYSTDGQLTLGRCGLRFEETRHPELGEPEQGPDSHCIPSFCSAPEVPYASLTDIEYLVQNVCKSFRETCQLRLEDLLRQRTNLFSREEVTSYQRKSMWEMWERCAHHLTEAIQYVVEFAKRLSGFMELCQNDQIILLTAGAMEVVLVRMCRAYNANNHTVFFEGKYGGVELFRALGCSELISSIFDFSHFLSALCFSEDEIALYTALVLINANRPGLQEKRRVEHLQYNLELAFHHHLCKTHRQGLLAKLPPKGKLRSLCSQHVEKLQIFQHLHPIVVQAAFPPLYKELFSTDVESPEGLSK
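Drosophila Schneider cells stably carrying a metallothionein-driven Gal4 DBD–ROR gamma fusion and a UAS-Photinus luciferase reporter were exposed to compound for 1 hr, then induced with copper sulfate (700 uM final) for 20 hr at ambient temperature before luminescence reading.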
* marks the source's active call; other numbers are inactive results; ? = inconclusive; nt = no result given; [ ] = dose if it differs, or a comment. Unless noted, calls follow the shape of the dose curve; as a rule, active = well fitted curve in the direction sought with a large enough effect; inconclusive = small, poorly fitted or top-dose-only effect, or another doubt; inactive = no such curve, though single readings can be large; an effect the other way counts as inactive or inconclusive.

SMILES	Gal4-VP16 FLuc	Mito fusion yeast	NPC1 prom act	ELG1 repair inh	Menin-MLL TR inh	Rab9 prom act	MBNL1-CUG inh	PKM2 activator	FLuc counter	KCNH2 3.1 block	RORg inh
Cc1ccc(N2CC(C(=O)NCCc3ccc(S(N)(=O)=O)cc3)CC2=O)cc1 (centres undefined)	10%	1%	-4%	-2%	-3%	1%	2%	-2%	-1%	-11	18%
O=C(CCCN1C(=O)C2CC=CCC2C1=O)Nc1cccc(F)c1 (centres undefined)	1%	2%	3%	-4%	nt	5%	7%	0%	-2%	-7	15%
CCC(C)N(C(=O)COC(=O)c1cc([N+](=O)[O-])ccc1N)C1CCS(=O)(=O)C1 (centres undefined)	6%	0%	1%	-4%	nt	-1%	?	-5%	0%	4	-7%
C=CCN(c1ccccc1)S(=O)(=O)c1ccc2c(c1)NC(=O)C(C)C(=O)N2 (centres undefined)	-1%	0%	-1%	-16%	-19%	0%	-1%	0%	0%	-20	-23%
O=C(CN1C(=O)COc2ccccc21)Nc1ccc2c(c1)OCCO2	19%	-1%	12%	21%	2%	10%	-14%	0%	-19%	13	40%
CSCC(=O)N1CCC(n2nccc2NC(=O)CCCc2ccccc2)CC1	-1%	-1%	-7%	26%	nt	2%	-7%	1%	-19%	0	19%
CCCC(=O)Nc1ccc(N2CCN(C(=O)c3ccccc3C)CC2)cc1	-5%	4%	-3%	-21%	-9%	-8%	-4%	-5%	0%	-4	-1%
O=C1CSCC(=O)N1c1ccccc1	1%	-2%	23%	11%	20%	16%	3%	-7%	1%[2.3 µM]	-1	14%
Cc1nn(C(=O)c2ccco2)c(C)c1Sc1ccc(Br)cc1	-6%	-4%	-8%	22%	3%	8%	-2%	-1%	1%	-13	-11%
Cc1cccnc1NC(=O)c1cc2c(=O)oc3ccccc3c2s1	4%	0%	-6%	3%	-1%	-16%	nt	1%	0%	10	-16%[10 µM]
CCCCN(CC)C(=O)C1CCCN(S(=O)(=O)c2cccc3nsnc23)C1 (centres undefined)	-16%	-5%	1%	4%	-18%	5%	?	0%	2%	3	3%
O=C(Cc1ccccc1[N+](=O)[O-])NCc1ccccc1Cl	0%	0%	3.5µM*	?	10%	2.8µM*	4%	-5%	7.6µM*	-28	-6%
CCOC(=O)c1[nH]c2ccc(OC)cc2c1NC(=O)NC(C)C	0%	-1%	-3%	-9%	14%	1%	-2%	-1%	0%	2	-1%
C/C(=N\NC(=O)C(c1ccccc1)c1ccccc1)c1ccc(O)cc1	0%	0%	-5%	9%	5%	2%	2%	-3%	-1%	-5	20%
Cc1nnc(SCc2ccccc2)n1N	-1%	-6%	0%	0%	2%	-6%	-4%	-10%	0%	0	6%
O=C(Nc1ccc(Cc2ccncc2)cc1)c1cccs1	20%[10 µM]	6%	15%	10%	15%	16%	-16%	7%	?	22	?
CC(NC(=O)C(=O)NCCCn1ccnc1)c1ccccc1 (centres undefined)	3%	2%	-1%	-7%	-7%	-9%	6%	2%	-2%	-46	10%
N#CC1=C2SCC(O)(c3ccccc3)N2C(=O)CC1c1ccccc1 (centres undefined)	0%	-3%	-20%	-6%	8%	-5%	?	4%	-1%	-29	10%[10 µM]
CCOc1cc(/C=N/NC(=O)c2cccnc2)ccc1OCc1ccc(C(=O)OC)o1	-1%	3%	1%	-5%	7%	?	?	5%	-6%	15	11%
COc1ccc(CN(C)S(=O)(=O)c2nnc(NC(=O)c3ccc(C)cc3)s2)cc1OC	3%	5%	1%	3%	74%[activator]	5%	80%[activator]	nt	-6%	6	3%
Nc1nnc(SCC(=O)OCc2ccc(F)cc2)s1	0%	-2%	-3%	2%	-2%	1%	3%	-13%	-14%	-6	2%
CN(Cc1ccccc1)C(=O)c1cccc(N2C(=O)C3CC=CCC3C2=O)c1 (centres undefined)	-10%	10%	2%	-12%	-27%	0%[1.84 µM]	0%	nt	0%	0	-17%
O=C(O)C1CCN(S(=O)(=O)c2ccc(N3CCCC3C(=O)O)c([N+](=O)[O-])c2)CC1 (centres undefined)	-2%	-1%	-6%	-9%	-15%	-1%	18%	-1%	-3%	9	4%
NC(=O)C[C@@H]1N[C@]2(C(=O)Nc3ccccc32)[C@@H]2C(=O)N(C3CCCCC3)C(=O)[C@H]12	-5%	-8%	17%	-3%	0%	11%	-5%	-9%	1%	6	-10%
O=C(CSc1nn(-c2ccccc2)c(=S)s1)Nn1cnnc1	-11%	0%	-4%	5%	1%	-9%	-8%	-3%	-1%	-4	-13%
CC(C)(C)C(=O)NCc1ccc(C(=O)CN2C(=O)NC3(CCCC3)C2=O)s1	nt	-1%	-3%	1%	nt	1%	nt	nt	9%	9	nt
O=C1Nc2cc(C(=O)N3CCN(Cc4ccccc4)CC3)ccc2SC1N1CCOCC1 (centres undefined)	23%	3%	-3%	-13%	7%	-22%	-5%	7%	-2%	-11	35%
NC(=O)COC(=O)[C@H](Cc1c[nH]c2ccccc12)NC(=O)c1ccc(F)cc1	8%	3%	-4%	4%	-1%	3%	-6%	29%	24µM*	-15	2%
COc1ccc2oc(=Nc3cccc(F)c3)c(C(N)=O)cc2c1	-9%	30%	-10%	-10%	6%	2%	24%	-5%	0%	2	1%
CCNCCC(=O)N1c2ccccc2Sc2ccc(C(F)(F)F)cc21	1%	-13%	-1%	13%	-10%	-7%	-7%	1%	-8%	0	19%
CC(c1nc2ccccc2c(=O)[nH]1)N(C)c1ccc2ccccc2c1 (centres undefined)	2%	-3%	-2%	-7%	-3%	-3%	-3%	7%	1%	2	-38%
O=C(COc1ccc([N+](=O)[O-])cc1)Nc1ccc(NC(=O)c2ccccc2)cc1	0%	3%	-1%	6%	nt	-3%	-2%	-4%	0%	nt	-1%
CCOC(=O)c1ccc(NC(=S)N(CCCN2CCCC2)Cc2ccco2)cc1	-1%	-7%	-1%	0%	2%	-4%	6%	11%	0%	-20	-12%
COc1ccc(N2C(=O)CSC23CCC(C(C)(C)C)CC3)cc1 (centres undefined)	-6%	-5%	-1%	-4%	?	2%	-7%	1%	-2%	5	10%
CC1(C)CC(=O)C2=C(C1)Nc1ccccc1[S@]2=O	-8%	-4%	3%	6%	nt	-4%	-5%	1%	-2%	-7	-37%
O=C(NCc1cccnc1)c1cc2nc(-c3cccs3)cc(C(F)(F)Cl)n2n1	-13%	?	-5%	?	-4%	-16%	?	-22%	-13%	46	1%
CCc1cc(SC#N)ccc1N	?	2%	0%	-5%	2%	1%	-4%	0%	3%	-12	?
Cc1ccc(CCN2CC(C(=O)NCc3ccco3)CC2=O)cc1 (centres undefined)	-1%	2%	9%	-1%	?	0%	-16%	-4%	3%	1	?
COc1ccccc1NS(=O)(=O)c1cccc(C(=O)NNC(=O)c2ccc(NC(C)=O)cc2)c1	nt	0%	-4%	6%	nt	-4%	nt	nt	3%	6	nt
O=C(NNC(=S)NC1CC2CCC1C2)c1ccc(Cl)cc1 (centres undefined)	-3%	-4%	9%	-14%	nt	?	-2%	-1%	-12%	-24	-37%
COc1ccc(OCCCn2c(=O)oc3ccccc32)cc1	-11%	-1%	1%	?	6%	2%	6%	3%	?	6	?
Cc1cccc(-c2nnc(SCC(=O)NC3CC3)n2C)c1	?	-1%	-11%	-11%	nt	-19%	?	8%	0%	-3	-12%

Not all compounds are listed; the hit share may differ from the screen's.
